Mito fusion act = mitochondrial division inhibition or fusion activation | Potency, µM (series often up to 46.1 µM), inactives show at the highest dose growth rescue (activation), actives largely listed as activators | AID 485298 | S. cerevisiae fusion-defective mutant growth rescue, CellTiterGlo 48 h | 0.23% of 320,000 active;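 note: potency is the fitted concentration of half-maximal effect; % of control where 0% means no effect; nearly all actives have a fitted effect of over 45% in size; temperature-sensitive fusion mutants such as fzo1-1 at 37 °C on non-fermentable ethanol glycerol medium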
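Compounds are tested for their ability to restore growth of mitochondrial fusion-defective yeast strains at non-permissive 37C in YPEG medium over 48 hours. Viability is quantified by luciferase luminescence.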
TSHR antag = human thyrotropin receptor antagonism; P16473; AID 504810; 0.2% of 330,000 active; TSHR-expressing cells, TSH-stimulated cAMP HTRF, 2 h; hits give low values; activity change, negative = inhibition, % at 11.5 µM;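 active = activity change below a set negative limit, meaning inhibition stronger than a set level, cut at about -70% in these data; inconclusive = activity change between two set negative limits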; note: % is set by controls: 0 for no effect and ±100 for the full control effect
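Inhibition of cAMP made by TSHR-expressing cells under TSH stimulation (4nM final, EC80; 2 h, 37 deg C) is quantified with a one-step lysis HTRF kit, anti-cAMP cryptate versus cAMP-d2.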
Eya2 inh = Eya2 (human) phosphatase inhibition; 0.006% of 330,000 active; recombinant Eya2, OMFP fluorescence dephosphorylation (OMFP is methylfluorescein phosphate); O00167; Potency, µM (titrated, usually from 76.9 µM), inactives show top-dose activity, negative = inhibition, most hits filed as inhibitors; note: potency is the fitted concentration of half-maximal effect; % is set by controls: 0 for no effect and ±100 for the full control effect
Target sequence (O00167 whole entry, looked up): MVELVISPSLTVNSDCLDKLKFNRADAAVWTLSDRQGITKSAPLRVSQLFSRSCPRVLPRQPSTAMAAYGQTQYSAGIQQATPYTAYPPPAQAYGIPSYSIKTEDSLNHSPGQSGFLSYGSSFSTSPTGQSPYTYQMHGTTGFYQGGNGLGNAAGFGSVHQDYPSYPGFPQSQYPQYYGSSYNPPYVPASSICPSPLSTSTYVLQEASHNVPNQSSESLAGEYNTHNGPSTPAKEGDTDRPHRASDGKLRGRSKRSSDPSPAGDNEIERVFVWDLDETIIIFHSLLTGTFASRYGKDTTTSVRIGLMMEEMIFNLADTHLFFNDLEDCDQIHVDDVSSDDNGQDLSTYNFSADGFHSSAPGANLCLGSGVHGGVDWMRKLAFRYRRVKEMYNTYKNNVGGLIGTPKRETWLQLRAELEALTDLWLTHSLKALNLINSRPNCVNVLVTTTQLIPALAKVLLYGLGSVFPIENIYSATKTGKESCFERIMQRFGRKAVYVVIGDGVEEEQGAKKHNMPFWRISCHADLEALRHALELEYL
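Eya2 protein (added as 0.2 uM solution) was preincubated with compound for 10 min at ambient temperature in 50 mM HEPES pH 7.5, 50 mM NaCl, 5 uM MgCl2, 0.05% BSA, 1 mM DTT. OMFP (added at 50 uM) then reacted 10 min; fluorescence read at 485/525 nm.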
ELG1 repair inh = blocks ELG1-dependent DNA repair in HEK293T cells | HEK293T ELG1-luciferase reporter, luminescence, 16 h; DNA damage induced by 5-fluorouridine | Potency, µM (titrated, usually from 46.1 µM), without a hit: at the highest dose activity change, negative = inhibition, hits mostly inhibitors | 2.3% of 330,000 active | AID 504467; note: potency is the fitted concentration of half-maximal effect; % is set by controls: 0 for no effect and ±100 for the full control effect; nearly all actives have a fitted effect of over 55% in size
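5-Fluorouridine DNA damage + compound/DMSO, 2,000 cells/well, 16 h, 37 °C/5% CO2. ONE-Glo, 30 min RT, luminescence. Readout = decrease in reporter signal.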
TCR activator = T cell receptor activation. primary human leukocytes, anti-CD3, IL-2 HTRF, 48 h. Potency, µM (titrated, usually from 9.22 µM), without a hit: top-dose activation of IL-2 secretion, actives largely listed as activators. 330,000 tested, under 10 active. AID 504894; note: % of control where 0% means no effect
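TCR engagement came from a-CD3 beads alone, with compounds added to primary human leukocytes for 48 hr. Secreted IL-2 bridged europium cryptate- and d2-labelled anti-IL-2 antibodies, giving FRET emission at 665nm after 320nm excitation.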
TRPV1 agonist = human TRPV1 agonism; Q8NER1; TRPV1-expressing cells, Fluo-8 calcium influx, agonist mode; activation, % at 8.33 µM; 0.19% of 320,000 active; in the data active = activation above about 80%; inconclusive = between about 30% and that limit; note: 0% is about no effect
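Cells expressing TRPV1 were dye-loaded with Fluo-8 and read kinetically: 10 s baseline, 3 min after compound (agonist portion), then 2 min after EC20 capsaicin (allosteric enhancer portion). Calcium-bound dye fluorescence at 480/520 nm.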
KCNH2 3.1 block = blocks the human KCNH2 3.1 channel isoform; U2OS KCNH2 3.1, thallium flux FluxOr; hits give low values; activity change, % (tested at about 1.8 µM); 0.95% of 340,000 active; AID 720553;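 active = maximum activity change below -70%; inconclusive = maximum activity change from -70% to -50%; inactive = maximum activity change above -50%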;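 note: thallium influx rate constant from kinetic fluorescence after stimulation buffer; % is set by controls: 0 for no effect and ±100 for the full control effect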
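Thallium flux read-out: FluxOr dye with Red40 quencher in HBSS/HEPES, 45 min at RT. Rate constants from kinetic reads were normalized to positive and negative DMSO controls. Cells: U2OS virally expressing the 3.1 isoform.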
USP2a inh = blocks human ubiquitin-specific protease USP2a | O75604 | USP2 core, Ub-CHOP2 coupled fluorogenic reporter, 485/531 | Potency, µM (titrated, usually from 38.3 µM), for inactives: top-dose activity change, negative = inhibition, hits mostly inhibitors | 0.01% of 330,000 active;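 note: potency is the fitted concentration of half-maximal effect; plate controls were DMSO wells for no effect and full inhibition by NEM control for full effect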
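Cell-free coupled assay: 10nM USP2 core preincubated 30min RT with compound in Tris-HCl pH 8.0/CaCl2/CHAPS buffer, then 25nM Ub-CHOP2 and 25nM reporter substrate; fluorescence (Ex 485/Em 531) read after 60min RT, normalized to NEM inhibition, concentration-response curves fitted.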
KCNH2 WT inh = KCNH2 (human, wildtype) channel inhibition. Q12809. U2OS, BacMam KCNH2, thallium flux FluxOr; hits give low values. activity change, % at 1.84 µM. 0.37% of 340,000 active. AID 720551;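 active = maximum activity change below -70%; inconclusive = maximum activity change between -70% and -50%; inactive = maximum activity change above -50%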; note: % is set by controls: 0 for no effect and ±100 for the full control effect
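U2OS cells were transduced with wild-type KCNH2 virus (2.03 x 10^8 / mL) for 4 h at room temperature, then cultured overnight at 37 C. Thallium flux was read with FluxOr dye. Rate constants were normalized to DMSO controls.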
A-T KAP1 phos = candidate therapy for ataxia-telangiectasia | Potency, µM (series often up to 57.5 µM), for inactives: at the highest dose activation, usual class: activators | 0.19% of 320,000 active | AID 485349 | […] A-T fibroblasts, KAP-1 phosphorylation AlphaLISA; neocarzinostatin DNA damage 30 min before lysis; note: potency is the fitted concentration of half-maximal effect; % of control where 0% means no effect; nearly all actives have a fitted effect of over 45% in size
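ATM-like activity read as KAP-1 phosphorylation via AlphaLISA donor/acceptor antibody pairs after lysis and 6 hr at 25C. Cells were ATM-null patient fibroblasts ([…], hTERT), dosed 60 min, then exposed to the DSB inducer NCS for 30 min.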
The depositor's hits bear a star; ? = inconclusive; nt = no result given; [ ] = remark or other dose. Unless noted, calls come from the whole dose curve; as a rule, active = well fitted curve in the direction sought with a large enough effect; inconclusive = small, poorly fitted or top-dose-only effect, or another doubt; inactive = no such curve, though single readings can be large; an effect the other way counts as inactive or inconclusive. Not all compounds are listed; rates above refer to the full screens.

SMILES	Mito fusion act	TSHR antag	Eya2 inh	ELG1 repair inh	TCR activator	TRPV1 agonist	KCNH2 3.1 block	USP2a inh	KCNH2 WT inh	A-T KAP1 phos
Cc1ccc(C(=O)CCC(=O)N2CCN(C(=O)c3ccco3)CC2)cc1	5%	10	6%	2%	-2%	2	-18	-1%	0	-5%
COc1ccccc1NC(=O)CSc1nnc2ccc(-c3ccccn3)nn12	1%	2	12%	?	0%	2	-12	0%	9	-3%
COc1ccccc1NC(=S)NCCc1c[nH]c2ccccc12	-5%	-13	2%	6%	1%	26	-8	-1%	6	5%
C=CCN1C(=O)N(c2ccccc2)C(=O)C1CC(=O)Nc1ccc(OC)cc1 (centres undefined)	-1%	-3	-4%	9%	nt	3	11	1%	-4	1%
O=C(O)CCCNC(=O)/C(=C\c1ccc(Cl)cc1)NC(=O)c1ccccc1Br	0%	7	3%	4%	10%	0	25	0%	-12	-3%
Cc1ccc(NC(=O)CSc2nc3ccccc3c(=O)n2CC2CCCO2)cc1 (centres undefined)	4%	17	10%	-5%	2%	19	8	1%	5	-9%
CCc1ccc(C(=O)c2oc3nc(C)cc(C)c3c2N)cc1	9%	-6	?	14%	-10%	?	14	1%	-8	1%
O=C(NCCCN1CCOCC1)c1ccc2c(c1)N(Cc1ccc(F)cc1)CCS2	-3%	6	-18%	2%	6%	?	18	1%	3	-9%
CCn1c(-c2cc3c(C(F)(F)F)nn(C)c3s2)n[nH]c1=S	-3%	-20	-4%	8%	-1%	-1	8	-2%	1	-4%
O=S(=O)(c1ccccc1OC(F)(F)F)N1CCN(c2ccnc3cc(Cl)ccc23)CC1	-5%	-8	-13%	21µM*	-4%	4	0	1%	9	7%
CCN(C(=O)CN1CCN(c2ccc(O)cc2)CC1)c1c(N)n(Cc2ccccc2)c(=O)[nH]c1=O	-4%	-8	2%	7%	0%	-1	7	-1%	-11	-6%
CC(C)C[C@@H](CO)N1CCN(CCc2ccccc2)CCC1=O	-2%	4	-1%	0%	7%	-1	18	0%	4	-6%
CC(=O)c1ccc(OCC(O)Cn2nnc3ccccc32)cc1 (centres undefined)	-6%	-1	30%	?	5%	1	9	4%	12	1%
CCOC(=O)Cn1c(=O)oc2cc(S(=O)(=O)N3CCn4c3nc3ccccc34)ccc21	-5%	-10	-1%	5%	12%	1	5	-1%	1	2%
CCN(CC)C(=O)C1CCN(S(=O)(=O)c2ccc(-n3cnnn3)cc2)CC1	-6%	-10	3%	17%	-4%	0	-18	13%	-12	-1%
CCN(CC)C(=O)COc1cc(C)c(Cl)c(C)c1	1%	-2	-8%	-6%	1%[46.1 µM]	0	0	0%	-5	-2%
COCCCNC(=O)CSc1nc2cc(C(=O)NCCOC)ccc2c(=O)n1Cc1ccc2c(c1)OCO2	6%	3	3%	-6%	10%	4	-3	-4%	2	0%
CCN(CC)c1nc(C)c(C(=S)Nc2cc([N+](=O)[O-])ccc2Cl)s1	4%	-6	-10%	1%	15%	5	10	4%	0	-10%
Cc1ccc(C(=O)NCC(=O)OCc2cccc(Br)c2)cc1	10%	-5	-18%	6%	-9%	?	-13	4%	8	-1%
O=C(NNC(=S)Nc1ccc(Cl)cc1)c1ccccc1OC(F)F	?	-4	2%	23µM*	-1%[46.1 µM]	2	2	-1%	-3	-2%

The last 3 entries of the section before come first, to join the parts:
SMILES	Mito fusion act	TSHR antag	Eya2 inh	ELG1 repair inh	TCR activator	TRPV1 agonist	KCNH2 3.1 block	USP2a inh	KCNH2 WT inh	A-T KAP1 phos
CCN(CC)c1nc(C)c(C(=S)Nc2cc([N+](=O)[O-])ccc2Cl)s1	4%	-6	-10%	1%	15%	5	10	4%	0	-10%
Cc1ccc(C(=O)NCC(=O)OCc2cccc(Br)c2)cc1	10%	-5	-18%	6%	-9%	?	-13	4%	8	-1%
O=C(NNC(=S)Nc1ccc(Cl)cc1)c1ccccc1OC(F)F	?	-4	2%	23µM*	-1%[46.1 µM]	2	2	-1%	-3	-2%
Cc1cc([N+](=O)[O-])ccc1NC(=O)CSc1nnc(C)n1C	1%	10	-8%	?	3%	3	7	-3%	18	2%
Cc1ccc2cc(CN(CCCO)S(=O)(=O)c3cccc4nsnc34)c(=O)[nH]c2c1C	2%	0	0%	-20%	nt	-2	-2	0%	9	4%
Cc1ccc(S(=O)(=O)Nc2ccc(O)c(Sc3ncn[nH]3)c2)cc1	0%	-3	1%	-8%	3%	1	-3	0%	9	0%
COc1ccc(N2CCN(C(=O)CNC(=O)Cc3ccccc3)CC2)cc1	1%	-12	5%	-6%	-20%	3	8	-1%	9	10%
CC(=O)Nc1ccc2oc(-c3ccccc3)nc2c1	?	-3	-3%	?	1%	5	14	1%	1	-3%
CCn1nc(C)c(/C=N/NC(=O)c2nc3nc(C)cc(C)n3n2)c1C	4%	-1	-3%	-1%	-1%	-2	2	-1%	1	-1%
CC1=C(C(=O)N2CCCC(CCC(=O)NCc3ccc(F)c(F)c3)C2)OCCO1 (centres undefined)	-11%	-5	-4%	-13%	10%	2	-4	1%	-11	-5%
S=C(NCc1cccs1)Nc1cccc(Cl)c1	9%	-5	-12%	-7%	nt	13	11	0%	16	7%
Cc1nn(C)c(C)c1CN(C)S(=O)(=O)c1ccc2ccccc2c1	-7%	-42	-4%	?	-3%[46.1 µM]	8	-3	2%	13	6%
O=C(NNC(=O)c1ccccc1)C(=O)N1CCCCC1	-2%	1	11%	4%	0%	-5	14	0%	-6	-3%
COc1ccc(/C=N/NC(=O)c2[nH]c3ccc(Cl)cc3c2-c2ccccc2)c(C(=O)O)c1OC	-8%	-9	15%	11%	-5%	-1	8	3%	-4	-7%
O=C(Nc1cccnc1)C1CCN(S(=O)(=O)c2cccs2)CC1	6%	-1	1%	2%	-4%	?	22	1%	-1	-2%
O=S(=O)(Nc1cccnc1)c1cccc(C(F)(F)F)c1	-11%	4	6%	-9%	nt	-3	-20	1%	-11	1%
CC(C)(CNC(=O)CCNC(=O)c1ccc(Br)cc1)N1CCOCC1	-3%	7	-1%	13%	-6%	-1	1	-1%	-6	0%
CC(C)(c1ccccc1)c1ccc(OCCN2CCCC2)cc1	-15%	-1	-6%	3%	5%	0	-30	2%	42	4%
O=C(NC1CCCCC1)c1c2c(nc3ccccc13)CCC2	18%	0	-10%	8%	0%	-2	1	0%	-3	0%
CCC1CCCCN1C(=O)CNCC1CCCO1 (centres undefined)	2%	-9	13%	16%	3%	1	-30	1%	5	-2%
Cc1cccc(NC(=O)Cc2coc3ccc4ccccc4c23)n1	26%	5	-12%	23%	nt	0	-1	-4%	5	4%
O=C1CC(Nc2ccc(N3CCOCC3)cc2)C(=O)N1CCc1ccccc1 (centres undefined)	1%	0	8%	1%	4%	2	0	1%	-7	1%
O=C(N/C(=C\c1ccco1)C(=O)N1CCOCC1)c1ccco1	1%	-9	-1%	0%	-5%	-1	-11	0%	5	1%[11.5 µM]
CCOc1ccc(NC(=O)/C(C=Nc2ccccc2)=C(\C)O)cc1	-4%	-3	-8%	8%	-5%	10	-11	1%	5	3%
COc1cc(/C=C/C(=O)O)cc(S(=O)(=O)N2CCc3ccccc3C2)c1OC	-1%	-4	18%	-12%	6%	2	-6	0%	-3	0%
Fc1ccccc1C1CC(c2ccco2)=Nc2ccccc2S1 (centres undefined)	27%	44	6%	?	3%	-1	-9	5%	-7	3%
CCOC(=O)c1c(S(=O)(=O)N2CCCC(C)C2)c(C)n(C)c1C (centres undefined)	-12%	-24	-1%	15%	3%	2	3	0%	-3	0%
O=C(NNC(=O)c1cc2ccccc2cc1O)Nc1ccccc1F	0%	34	-15%	20%	7%	4	1	?	-17	11%
Cc1nn(C(C)CC(=O)O)c(C)c1Br (centres undefined)	0%	-2	4%	17%	2%	-2	6	2%	-8	3%
COc1cccc(NC(=O)C(Sc2nnc3ccccn23)c2ccccc2)c1 (centres undefined)	-6%	1	-7%	-4%	-6%[46.1 µM]	2	1	-6%	-10	-9%
COC(=O)c1ccc(CSC2=NC[C@@H]3[C@@H]4C(=O)N(Cc5ccccc5)C(=O)[C@@H]4[C@](Cc4ccccc4)(C(=O)OC)N23)cc1	nt	2	2%	?	4%[46.1 µM]	nt	-7	-1%	1	-19%
CCOC(=O)c1c(C)n(C)c2cc(OCCN(CC)CC)ccc12	-9%	2	-17%	-4%	3%	-2	3	0%	12	-1%
CCN(CC(=O)Nc1ccc2c(c1)OCCO2)S(=O)(=O)c1ccccc1	0%	7	10%	10%	2%	0	nt	1%	4	-3%
CC(=O)N(C)c1ccc(NC(=O)c2cnn(C)c2)cc1	-1%	5	-9%	?	1%	-1	-2	2%	18	3%
O=C(CN1C(=O)c2ccc([N+](=O)[O-])cc2C1=O)NCC1CCCO1 (centres undefined)	5%	6	-5%	5%	0%	2	7	1%	4	-7%

Compound activity from PubChem BioAssay.
